Bioassay records from PubChem.
GSIS activator = primary screen for activators of insulin secretion dependent on glucose, INS-1E cells, GLuc reporter luminescence; INS-1E GLuc reporter insulin secretion, 2-3 h; activation, % at 16.6 µM; hit rate 0.61% among 370,000; AID 743287;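 active = lowest replicate activation of at least 40%, so every replicate reaches that level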;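 note: 0% = median of neutral control wells and 100% = median of IBMX positive control wells; some compounds called inactive have numbers as strong as hits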
PglD DTNB = PglD (C. jejuni) enzyme inhibition | purified PglD enzyme, DTNB colorimetric CoA detection | inhibition, % at 12.5 µM | hit rate 0.098% among 360,000 | AID 602405; in the data active = inhibition above about 16%, passing the limit was not always enough; note: strong numbers were not always called active
PGC1a acetyl inh = lowers PGC1a acetylation signal in U2OS cells | AlphaScreen anti-acetyl-lysine; with virally co-expressed GCN5 acetyltransferase | inhibition, % at 15.6 µM | hit rate 0.17% among 350,000;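 active = every replicate shows inhibition of at least 40%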;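 note: 0% = neutral control wells and 100% = positive control wells; some results beyond the cut were filed as inactive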
LGR2 inh = Drosophila LGR2 receptor signaling inhibition. HEK293 LGR2, CRE-luciferase, bursicon-stimulated, 4 h. inhibition, % at 9.99 µM. hit rate 0.35% among 380,000;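 active = drop in luminescence signal, shown as inhibition above about 50% in the replicate tests, limit read from the data, passing the limit was not always enough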;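 note: agonist challenge used bursicon conditioned medium at about half maximal strength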
Statin myotox sup = suppressors of simvastatin-induced myotoxicity in C2C12 myotubes; hit rate 0.78% among 330,000; ATP luminescence, 48 h; scaled: DMSO 0, geranylgeraniol control 100; rescue of ATP level, % at 7.49 µM;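 active = mean ATP rescue above about 67%, or every replicate alone reaching that limit, limit read from the data, passing the limit was not always enough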;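 note: myotubes were challenged with 10 µM simvastatin during compound exposure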
ARNT TACC3 PPI = disruptors of human ARNT/TACC3 interaction | Q9Y6A5 | AlphaScreen His-ARNT PAS-B/GST-TACC3 binding, luminescence; TACC3 fragment carries E629A point mutation | AID 623870 | inhibition, % at 9.99 µM | hit rate 0.66% among 390,000;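 active = mean inhibition of replicates at least 50% and at least half of replicates each reaching 50%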;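 note: 0% = complete ARNT plus TACC3 wells and 100% = ARNT alone without TACC3; many hits fall short of the cut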
PAX8 reporter = PAX8 transcriptional activity inhibition | RMG-I TPO-luciferase reporter, SteadyGlo, 24 h | inhibition, % at 12.6 µM | hit rate 1.2% among 360,000;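 active = mean replicate inhibition at least 60% with every replicate also reaching 60%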;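 note: luciferase light reporting Pax8 driven TPO promoter activity; plate controls were median of neutral control wells for no effect and mitoxantrone controls for full effect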
Cneo AK release = causes C. neoformans cell lysis; adenylate kinase release luminescence, 4 h; normalised: neutral wells 0, clomiphene wells 100; lysis activity, % at 15 µM; hit rate 0.2% among 360,000; AID 651654;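 active = mean lysis activity across replicates of at least 80%, whatever share of replicates individually reach that level; inactive = mean lysis activity below 80%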
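Assay system: Cryptococcus neoformans yeast cells / Dosing: single-point compound dose / Timing: 4 h at 37 °C static, read 1 h later / Measured by: luminescence of released adenylate kinase using an AK detection reagent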
The depositor's hits bear a star. Rows were taken by chance (roughly 2.9% active in at least one column).

CC1CC(C)CN(S(=O)(=O)c2ccc(C(=O)N3CCCC3)cc2)C1 (stereo not drawn) was read as GSIS activator 0, PglD DTNB -2, PGC1a acetyl inh 5, LGR2 inh 7, Statin myotox sup 6, ARNT TACC3 PPI -7, PAX8 reporter 20 and Cneo AK release -4.
`Cc1ccccc1CS(=O)(=O)Cc1ccc(C(=O)NCCc2ccccc2)o1` gave PglD DTNB 8, LGR2 inh -6, Statin myotox sup -27, ARNT TACC3 PPI -12, PAX8 reporter -6 and Cneo AK release -1.
`CCC(=O)Nc1ccc2c(c1)C(=O)N(C)C[C@H](OC)[C@H](C)CN(C(=O)c1cccnc1)[C@@H](C)CO2` gave GSIS activator 3, PglD DTNB 0, PGC1a acetyl inh 4, LGR2 inh 4, Statin myotox sup -12, ARNT TACC3 PPI -2 and Cneo AK release 1.
`CCOC(=O)C1=C(C)Nc2ncnn2C1c1cccs1` (stereo not drawn) gave PglD DTNB 2, PGC1a acetyl inh -10, Statin myotox sup 3, ARNT TACC3 PPI 24, PAX8 reporter 12 and Cneo AK release 3.
CC(=O)N(C)C[C@H]1Oc2cc(C#Cc3ccccn3)ccc2S(=O)(=O)N([C@@H](C)CO)C[C@H]1C was read as GSIS activator 17, PglD DTNB -2, PGC1a acetyl inh -3, LGR2 inh 0, Statin myotox sup -10, ARNT TACC3 PPI 5 and Cneo AK release 0.
COC(=O)c1ccc(/C=N/n2c(C)nc3ccccc3c2=O)cc1 was read as GSIS activator 13, LGR2 inh -23, ARNT TACC3 PPI -8 and PAX8 reporter -29.
`COn1c(C)c(C(C)=O)c2c3nonc3ccc21` gave PglD DTNB 5, PGC1a acetyl inh 9, Statin myotox sup 2, ARNT TACC3 PPI -2 and Cneo AK release -3.
CCC(C)(C)C(=O)Nc1cccc(Cl)c1C was read as GSIS activator 15, LGR2 inh 3, ARNT TACC3 PPI -9 and PAX8 reporter -7.
O=C(COC(=O)CCCNC(=O)c1ccc(Cl)cc1)Nc1cc(Cl)c(Cl)cc1Cl was read as GSIS activator 18, PglD DTNB 3, PGC1a acetyl inh 0, LGR2 inh -5, ARNT TACC3 PPI -6 and PAX8 reporter 3.
`O=C(COC(=O)c1ccc(O)cc1)NC1CCCCCC1` gave GSIS activator -13, PglD DTNB -4, LGR2 inh -16, Statin myotox sup 8, ARNT TACC3 PPI 0, PAX8 reporter -8 and Cneo AK release -1.
Screening COc1ccc(C(=O)Nc2nc3ccccc3[nH]2)cc1S(=O)(=O)N1CCOCC1 returned PglD DTNB 8, PGC1a acetyl inh -9, LGR2 inh 25, Statin myotox sup -11, ARNT TACC3 PPI 51*, PAX8 reporter 14 and Cneo AK release -3.
`CC(=O)c1cccc(NC(=O)CN(C)S(=O)(=O)c2ccc3c(c2)CCC(=O)N3)c1` gave PglD DTNB 1, PGC1a acetyl inh -9, Statin myotox sup -7, ARNT TACC3 PPI -4 and Cneo AK release -1.
For O=C(N/C(=C/c1cccnc1)C(=O)N1CCCCCC1)c1ccccc1 the results were GSIS activator 0, PglD DTNB -6, LGR2 inh -7, Statin myotox sup 32, ARNT TACC3 PPI -3, PAX8 reporter 5 and Cneo AK release -7.
Screening COc1ccccc1N1CCN(CC(=O)c2c(C)[nH]c3ccccc23)CC1 returned GSIS activator -23, PglD DTNB 2, PGC1a acetyl inh -17, LGR2 inh -3, Statin myotox sup 5, ARNT TACC3 PPI -10 and Cneo AK release -3.
Screening CCCOC(=O)NC1C(NC(=O)OCCC)N(C)C(=O)N1C (stereo not drawn) returned GSIS activator 5, PGC1a acetyl inh -6, LGR2 inh -4 and ARNT TACC3 PPI -4.
O=S(=O)(CCN1CCN(c2ccccc2O)CC1)c1cc(Cl)ccc1Cl was read as GSIS activator 27, PglD DTNB 0, PGC1a acetyl inh -26, LGR2 inh 0, Statin myotox sup 26, ARNT TACC3 PPI 3, PAX8 reporter 10 and Cneo AK release -3.
`CCOc1cc(/C=C2/COc3ccccc3C2=O)ccc1OCC(=O)N(C)C` gave GSIS activator -16, LGR2 inh 1, ARNT TACC3 PPI 5 and PAX8 reporter 9.
For C[C@@H]1CCCCO[C@@H](CN(C)C(=O)C2CCCCC2)[C@@H](C)CN([C@H](C)CO)C(=O)c2cc(NC(=O)c3ccccc3)ccc2O1 the results were GSIS activator -10, PglD DTNB -2, PGC1a acetyl inh 6, LGR2 inh 13, ARNT TACC3 PPI 2 and Cneo AK release -2.
Screening O=C1CC(N2CCOCC2)C(=O)N1CCc1ccccc1 (stereo not drawn) returned GSIS activator -8, PglD DTNB 0, PGC1a acetyl inh 2, LGR2 inh 25, Statin myotox sup 6, ARNT TACC3 PPI -6 and Cneo AK release 2.
C[C@@H]1CN([C@@H](C)CO)C(=O)c2cc(C#CCN(C)C)cnc2O[C@H]1CN(C)Cc1ccncc1 was read as GSIS activator -3, PglD DTNB -3, PGC1a acetyl inh -5, LGR2 inh 7, Statin myotox sup 10, ARNT TACC3 PPI -13 and Cneo AK release 0.
For COc1ccc(OC)c(Nc2nc(-c3sc(C)nc3C)cs2)c1 the results were PglD DTNB 1, PGC1a acetyl inh 12, Statin myotox sup -80, ARNT TACC3 PPI 10, PAX8 reporter -13 and Cneo AK release 6.
`CC(NC(=O)c1cc2cc(F)ccc2[nH]1)c1ccccc1` (stereo not drawn) gave GSIS activator -29, PglD DTNB -6, PGC1a acetyl inh -3, LGR2 inh -16, Statin myotox sup -5, ARNT TACC3 PPI -6, PAX8 reporter -2 and Cneo AK release 1.
Cc1ccc(NC(=O)COC(=O)Cc2ccsc2)cc1S(=O)(=O)N1CCOCC1 was read as GSIS activator 28, PglD DTNB 5, LGR2 inh 6, ARNT TACC3 PPI 1, PAX8 reporter -6 and Cneo AK release -3.
`COC(=O)C[C@H]1CC[C@H](N)[C@@H](CO)O1` gave GSIS activator 7, PglD DTNB 4, PGC1a acetyl inh -11, LGR2 inh 12, Statin myotox sup 4, ARNT TACC3 PPI -6, PAX8 reporter -4 and Cneo AK release -18.

An excerpt from the list above, for reference:
For COc1ccc(OC)c(Nc2nc(-c3sc(C)nc3C)cs2)c1 the results were PglD DTNB 1, PGC1a acetyl inh 12, Statin myotox sup -80, ARNT TACC3 PPI 10, PAX8 reporter -13 and Cneo AK release 6.
`CC(NC(=O)c1cc2cc(F)ccc2[nH]1)c1ccccc1` (stereo not drawn) gave GSIS activator -29, PglD DTNB -6, PGC1a acetyl inh -3, LGR2 inh -16, Statin myotox sup -5, ARNT TACC3 PPI -6, PAX8 reporter -2 and Cneo AK release 1.
Cc1ccc(NC(=O)COC(=O)Cc2ccsc2)cc1S(=O)(=O)N1CCOCC1 was read as GSIS activator 28, PglD DTNB 5, LGR2 inh 6, ARNT TACC3 PPI 1, PAX8 reporter -6 and Cneo AK release -3.
`COC(=O)C[C@H]1CC[C@H](N)[C@@H](CO)O1` gave GSIS activator 7, PglD DTNB 4, PGC1a acetyl inh -11, LGR2 inh 12, Statin myotox sup 4, ARNT TACC3 PPI -6, PAX8 reporter -4 and Cneo AK release -18.

New compounds follow
For COc1cccc(NC(=O)CCC(=O)NCc2ccco2)c1 the results were GSIS activator 4, PglD DTNB 6, PGC1a acetyl inh 8, Statin myotox sup 14, ARNT TACC3 PPI -4, PAX8 reporter -15 and Cneo AK release 0.
For CCc1ccc(-n2c(Cn3nc(C(F)(F)F)cc3C)n[nH]c2=S)cc1 the results were GSIS activator 24, PglD DTNB -1, PGC1a acetyl inh 11, LGR2 inh 2, Statin myotox sup 17, ARNT TACC3 PPI -5 and Cneo AK release 6.
For C/C(=N\O)c1ccc(N2C(=O)C3CC=C(Cl)CC3C2=O)cc1 (stereo not drawn) the results were PglD DTNB -3, Statin myotox sup -2, ARNT TACC3 PPI -1, PAX8 reporter -181 and Cneo AK release -3.
`CCOC(=O)c1nn(-c2ccc(Br)cc2)cc1C(=O)c1cccc2ccccc12` gave PglD DTNB 0, PGC1a acetyl inh -6, Statin myotox sup 4, ARNT TACC3 PPI 0 and Cneo AK release 0.
For Cc1noc(C)c1S(=O)(=O)N(C)C[C@H]1OCCCC[C@H](C)Oc2ccc(NC(=O)Nc3cccc4ccccc34)cc2C(=O)N([C@@H](C)CO)C[C@@H]1C the results were GSIS activator 1, PglD DTNB 4, PGC1a acetyl inh 5, LGR2 inh 13, ARNT TACC3 PPI -3, PAX8 reporter -1 and Cneo AK release 0.
Screening CCC(=O)N1C[C@@H](C)[C@H](OC)CN(C)C(=O)c2ccc(NC(=O)CC(F)(F)F)cc2OC[C@H]1C returned GSIS activator 9, PGC1a acetyl inh 5, LGR2 inh 5 and PAX8 reporter 11.
C[C@H](O)C#Cc1ccc2c(c1)O[C@@H](CN(C)C(=O)c1ccccc1)[C@H](C)CN([C@H](C)CO)S2(=O)=O was read as GSIS activator 2, PglD DTNB 1, PGC1a acetyl inh -4, LGR2 inh 2, Statin myotox sup -4, ARNT TACC3 PPI 3 and Cneo AK release 0.
For CCOc1ccccc1/C=C(\C(=O)O)c1ccc(S(=O)(=O)N2CCCCC2)s1 the results were PglD DTNB 3, PGC1a acetyl inh -1, Statin myotox sup 5, ARNT TACC3 PPI 3, PAX8 reporter 7 and Cneo AK release -1.
`CCCC(=O)Oc1ccccc1C1SCc2cc(C)c(C)cc2CS1` gave PglD DTNB -1, PGC1a acetyl inh 5, ARNT TACC3 PPI -22 and Cneo AK release 1.
`COc1ccc(S(=O)(=O)N(C)C[C@@H]2OCCCC[C@@H](C)Oc3ccc(NC(=O)Nc4ccccc4)cc3C(=O)N([C@@H](C)CO)C[C@@H]2C)cc1` gave GSIS activator 11, PglD DTNB 1, PGC1a acetyl inh 14, LGR2 inh 9, ARNT TACC3 PPI -18, PAX8 reporter -25 and Cneo AK release 2.
CCOc1cc(/C=N\NC(=O)c2ccc(C)nc2)ccc1OC(=O)c1ccc(F)cc1 was read as GSIS activator 15, PglD DTNB 7, PGC1a acetyl inh -3, LGR2 inh 2, Statin myotox sup 0, PAX8 reporter -15 and Cneo AK release -1.
Screening COc1ccc(S(=O)(=O)NCc2cn3c(C)csc3n2)cc1F returned GSIS activator 16, PglD DTNB 5, PGC1a acetyl inh 2, LGR2 inh 6, Statin myotox sup 2, ARNT TACC3 PPI -2, PAX8 reporter 0 and Cneo AK release 1.
Screening COCC(=O)Nc1ccc2c(c1)C(=O)N(C)C[C@@H](OC)[C@@H](C)CN(C)[C@H](C)CO2 returned GSIS activator 2, PglD DTNB -2, PGC1a acetyl inh -3, LGR2 inh -1, Statin myotox sup 1, ARNT TACC3 PPI 13, PAX8 reporter -7 and Cneo AK release 2.
O=C(Nc1ccccc1F)N1C[C@@H]2[C@H](c3ccccc31)[C@@H](CO)N2C(=O)C1CCOCC1 was read as GSIS activator 11, PglD DTNB -191, PGC1a acetyl inh 1, LGR2 inh -6, Statin myotox sup 2, ARNT TACC3 PPI -8, PAX8 reporter -43 and Cneo AK release -3.
Screening Cc1ccc(/C=N/Nc2ccccn2)s1 returned GSIS activator 5, PglD DTNB -2, PGC1a acetyl inh 8, LGR2 inh -37, Statin myotox sup -9, ARNT TACC3 PPI 9, PAX8 reporter -185 and Cneo AK release -1.
`O=C(CN1CCN(C(=O)c2ccc(-c3nc4ccccc4s3)o2)CC1)Nc1ccccc1Cl` gave GSIS activator 10, PglD DTNB 0, PGC1a acetyl inh 13, LGR2 inh -31, Statin myotox sup 7, ARNT TACC3 PPI 8, PAX8 reporter -21 and Cneo AK release -1.
CCOC(=O)c1[nH]cnc1C(=O)N1CCC(C)CC1 was read as GSIS activator 2, PglD DTNB -2, PGC1a acetyl inh -11, LGR2 inh -1, Statin myotox sup 5, ARNT TACC3 PPI 4, PAX8 reporter 6 and Cneo AK release -1.
For Cc1cc(=O)oc2cc(OCC(=O)OCC(=O)Nc3ccc(C(N)=O)cc3)ccc12 the results were GSIS activator 26, PglD DTNB 9, PGC1a acetyl inh 8, LGR2 inh -14, ARNT TACC3 PPI -5, PAX8 reporter 5 and Cneo AK release -5.
